# High-throughput results from PubChem.
# LGR2 inh: Drosophila LGR2 receptor signaling inhibition. HEK293 LGR2, CRE-luciferase, bursicon-stimulated, 4 h. inhibition, % at 9.99 µM. actives 0.35% (n = 380,000). AID 720647;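 active means drop in luminescence signal, shown as inhibition above about 50% in the replicate tests, limit read from the data, passing the limit was not always enough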;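 further: agonist challenge used bursicon conditioned medium at about half maximal strength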
# PglD DTNB: blocks C. jejuni PglD acetyltransferase activity; purified PglD enzyme, DTNB colorimetric CoA detection; inhibition, % at 12.5 µM; actives 0.098% (n = 360,000); in the data active means inhibition above about 16%, passing the limit was not always enough; further: strong numbers were not always called active
# ARNT TACC3 PPI: disruptors of human ARNT/TACC3 interaction; Q9Y6A5; AlphaScreen His-ARNT PAS-B/GST-TACC3 binding, luminescence; TACC3 fragment carries E629A point mutation; inhibition, % at 9.99 µM; actives 0.66% (n = 390,000);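 active means mean inhibition of replicates at least 50% and at least half of replicates each reaching 50%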;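 further: 0% = complete ARNT plus TACC3 wells and 100% = ARNT alone without TACC3; many hits fall short of the cut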
# C2C12 statin: suppression of simvastatin myotoxicity; AID 602340; rescue of ATP level, % at 7.49 µM; C2C12 myotubes + simvastatin, ATP luminescence, 48 h; scaled: DMSO 0, geranylgeraniol control 100; actives 0.78% (n = 330,000);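 active means mean ATP rescue above about 67%, or every replicate alone reaching that limit, limit read from the data, passing the limit was not always enough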;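 further: myotubes were challenged with 10 µM simvastatin during compound exposure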
# PAX8 inh HTS: lowers PAX8-driven luciferase in RMG-I cells; RMG-I TPO-luciferase reporter, SteadyGlo, 24 h; inhibition, % at 12.6 µM; actives 1.2% (n = 360,000);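 active means mean replicate inhibition at least 60% with every replicate also reaching 60%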;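 further: luciferase light reporting Pax8 driven TPO promoter activity; plate controls were median of neutral control wells for no effect and mitoxantrone controls for full effect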
# INS-1E GSIS act: primary screen for activators of insulin secretion dependent on glucose, INS-1E cells, GLuc reporter luminescence; INS-1E GLuc reporter insulin secretion, 2-3 h; activation, % at 16.6 µM; actives 0.61% (n = 370,000); AID 743287;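 active means lowest replicate activation of at least 40%, so every replicate reaches that level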;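 further: 0% = median of neutral control wells and 100% = median of IBMX positive control wells; some compounds called inactive have numbers as strong as hits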
# Cneo AK release: Cryptococcus neoformans lysis via adenylate kinase release | C. neoformans lysis, adenylate kinase release luminescence, 4 h; normalised: neutral wells 0, clomiphene wells 100 | lysis activity, % at 15 µM | actives 0.2% (n = 360,000) | AID 651654;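 active means mean lysis activity across replicates of at least 80%, whatever share of replicates individually reach that level; inactive means mean lysis activity below 80%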
#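 Material: C. neoformans cells | Amount: Yeast cell density of 5 × 10^6 cells/mL | Medium: Fresh YPD growth medium | Dosing: Single dose | Times: Static 4 h at 37 °C with compound, 1 h detection | Detection: AK luminescence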
# PGC1a acetyl inh: lowers PGC1a acetylation signal in U2OS cells. AlphaScreen anti-acetyl-lysine; with virally co-expressed GCN5 acetyltransferase. inhibition, % at 15.6 µM. actives 0.17% (n = 350,000). AID 651687;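 active means every replicate shows inhibition of at least 40%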;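 further: 0% = neutral control wells and 100% = positive control wells; some results beyond the cut were filed as inactive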
# An asterisk follows results filed as active; · = not tested or not shown; & = joins results of further samples.
SMILES,LGR2 inh,PglD DTNB,ARNT TACC3 PPI,C2C12 statin,PAX8 inh HTS,INS-1E GSIS act,Cneo AK release,PGC1a acetyl inh
COc1cccc(CNc2nc(C(F)(F)F)nc3ccccc23)c1,-18,2,4,-18,13,-14,-1,·
CS(=O)(=O)c1ccc(Cl)c(NC(=O)COC(=O)c2c(Cl)cccc2Cl)c1,14,-6,0,-4,11,7,-3,-5
COc1ccc(Nc2nc(N3CCCC3)nc3ccccc23)c(OC)c1,-5,4,3,-64,·,8,6,-22
COc1cccc(-c2csc(N3CCN(C(=S)NCC(C)C)CC3)n2)c1,0,-1,0,3,11,-3,-2,-1
COc1ccc(N2C(=O)CC(N3CCN(c4ccc(C(=O)c5cccnc5)cc4)CC3)C2=O)cc1 (stereo unspecified),10,2,33,-29,·,24,1,8
CC(=O)Nc1ccc(S(=O)(=O)NC(=O)C23CC4CC(CC(C4)C2)C3)cc1,·,2,19,-5,8,·,0,-7
O=C(NCC[C@@H]1CC[C@H](NS(=O)(=O)c2cccc(F)c2)[C@@H](CO)O1)C1CCCC1,8,0,-2,0,-2,12,-5,7
CCC1Oc2ccccc2N(CC(=O)NCCC2=CCCCC2)C1=O (stereo unspecified),·,-2,-6,15,·,·,0,14
CC1(C)CC(=O)C2=C(C1)Nc1nc(SCCN3CCOCC3)[nH]c(=O)c1C2c1cccs1 (stereo unspecified),·,-9,-1,·,·,·,0,49
CCn1nc(C)c(/C=N/NC(=O)CSc2ccccn2)c1C,-31,5,·,·,-29,-9,0,3
COc1ccc(NC(=O)CN(C)C(=O)Cc2ccc3c(c2)CCC3)cc1,-6,1,-2,4,-1,-6,-2,·
CCOC(=O)CNC(=O)C1(/C=C/c2ccccc2)CC(=O)N1c1ccc(C)cc1 (stereo unspecified),9,-2,6,-5,-3,-4,-6,-6

# Single records, from the list above:
# Entry for `CC(=O)Nc1ccc(S(=O)(=O)NC(=O)C23CC4CC(CC(C4)C2)C3)cc1` : LGR2 inh: ·; PglD DTNB: 2; ARNT TACC3 PPI: 19; C2C12 statin: -5; PAX8 inh HTS: 8; INS-1E GSIS act: ·; Cneo AK release: 0; PGC1a acetyl inh: -7
# Entry for `COc1ccc(N2C(=O)CC(N3CCN(c4ccc(C(=O)c5cccnc5)cc4)CC3)C2=O)cc1` (stereo unspecified) : LGR2 inh: 10; PglD DTNB: 2; ARNT TACC3 PPI: 33; C2C12 statin: -29; PAX8 inh HTS: ·; INS-1E GSIS act: 24; Cneo AK release: 1; PGC1a acetyl inh: 8

# Continued:
SMILES,LGR2 inh,PglD DTNB,ARNT TACC3 PPI,C2C12 statin,PAX8 inh HTS,INS-1E GSIS act,Cneo AK release,PGC1a acetyl inh
CCCc1cc(=O)[nH]c(SCC(=O)N(C)CC(=O)Nc2ccc(F)cc2)n1,9,-2,1,8,-6,-17,-3,-6
COC(=O)c1cccc(CC2(C)C(=O)Nc3ccc(OC(F)(F)F)cc32)c1 (stereo unspecified),-8,10,·,0,5,0,-2,·
Cc1ccc(NC(=O)c2ccccc2O)cc1,-42,·,-10,-6,·,-21,·,10
COC(=O)c1ccc(NC(=O)c2ccco2)cc1,-3,-3,-1,-9,-125,-9,·,-16
c1ccc(Nc2nc(N3CCOCC3)c3ccccc3n2)cc1,-24,-2,-9,-24,·,-13,3,6
COc1ccccc1C(=O)OCc1ccc2sc(C)nc2c1,-103,·,7,·,-27,35,·,·
Cc1ccc(NC(=O)NNC(=O)c2cc3ccccc3cc2O)c(C)c1,-12,-6,2,1,-3,15,-2,·
O=C(Nc1ccccc1Cl)N1[C@@H]2CNC[C@H]1C2c1ccc(-c2ccccc2)cc1 (stereo partly specified),-12&-12,·,·,·,12&5,-8&-6,·,2&7
CCOc1ccccc1CNC(=O)C1CCN(c2nnc(C)c3c(C)n(-c4ccc(C)cc4)nc23)CC1,16,-1,-4,-85,79*,3,-1,36
CC(=O)c1cccc(NC(=S)N2CCN(S(=O)(=O)c3ccc(F)cc3)CC2)c1,-18,2,0,9,7,-19,-1,-15
Cc1cc(NC(=O)CSc2nc(-c3ccc(Cl)cc3)cs2)no1,-14,0,4,-4,·,19,1,-6
CC(Oc1ccc(Br)cc1)C(=O)NCC1(N2CCCCC2)CCCCC1 (stereo unspecified),·,-4,-4,7,3,17,-6,-8

# Looked up by structure from the entries so far:
SMILES,LGR2 inh,PglD DTNB,ARNT TACC3 PPI,C2C12 statin,PAX8 inh HTS,INS-1E GSIS act,Cneo AK release,PGC1a acetyl inh
Cc1ccc(NC(=O)c2ccccc2O)cc1,-42,·,-10,-6,·,-21,·,10
CCOc1ccccc1CNC(=O)C1CCN(c2nnc(C)c3c(C)n(-c4ccc(C)cc4)nc23)CC1,16,-1,-4,-85,79*,3,-1,36
COc1ccccc1C(=O)OCc1ccc2sc(C)nc2c1,-103,·,7,·,-27,35,·,·
Cc1ccc(NC(=O)NNC(=O)c2cc3ccccc3cc2O)c(C)c1,-12,-6,2,1,-3,15,-2,·
CC(Oc1ccc(Br)cc1)C(=O)NCC1(N2CCCCC2)CCCCC1 (stereo unspecified),·,-4,-4,7,3,17,-6,-8

# Next section
SMILES,LGR2 inh,PglD DTNB,ARNT TACC3 PPI,C2C12 statin,PAX8 inh HTS,INS-1E GSIS act,Cneo AK release,PGC1a acetyl inh
CCC(=O)NCCc1nc2ccccc2n1CC,2,6,-1,10,5,-2,0,14
C[C@H](CO)N1C[C@H](C)[C@@H](CN(C)S(C)(=O)=O)Oc2ccc(NC(=O)C3CC3)cc2CC1=O,-10,-1,-12,4,13,23,1,·
COc1ccc(CCCc2nnc(SCC(=O)Nc3ccc(OC)cc3)o2)cc1,-30,-2,-4,10,-1,-10,-2,0
COc1ccc(Cl)cc1NC(=O)CC1S/C(=N/N=C2CCCCCC2)NC1=O (stereo unspecified),-10,2,2,·,10,-17,-2,·
COc1ccc(CNC(=O)c2cc(-c3ccc(OC)c(OC)c3)on2)cc1,·,10,-16,22,·,78*,0,-34
Cc1cc(C)n(CCc2nc(-c3cccs3)cs2)n1,·,4,-10,·,·,·,1,-8
C[C@@H]1CCCCO[C@@H](CN(C)C(=O)Nc2ccc(F)cc2)[C@H](C)CN([C@H](C)CO)C(=O)c2cc(NC(=O)Nc3ccc(F)cc3)ccc2O1,7,-1,9,·,-3,25,-4,8
CCN(CC)CCNC(=O)c1ccccc1C(=O)c1ncc[nH]1,·,2,4,-2,·,·,-1,1
C/C(=N\Nc1cccc([N+](=O)[O-])c1)c1cc(F)ccc1O,-62,·,4,·,-113,-1,·,-14
Cc1c(/C(O)=C2/C(=O)C(=O)N(CCN3CCOCC3)C2c2ccco2)cnn1-c1ccccc1 (stereo unspecified),29,6,16,3,-35,-10,-15,-1
COc1cccc(OC)c1C(=O)NC(=O)Nc1c(F)cc(F)cc1F,14,-4,7,·,-4,-5,0,4
COc1ccc(CNC(=O)COC(=O)CN2C(=O)NC3(CCCC3)C2=O)cc1,16,3,-9,1,1,-6,2,1
Cc1ccc(S(=O)(=O)Nc2ccc(C(=O)N3CCCC3)cc2)cc1,-2,-2,-3,5,3,-3,-5,·
CCc1ccc(C(O)c2ncc(-c3cccc(F)c3)[nH]2)cc1 (stereo unspecified),-31,1,·,-3,-27,-7,-2,-2
Nc1cccc(C#Cc2ccc3c(=O)c4ccccc4oc3c2)c1,·,2,21,-25,-207,·,-3,·
Cc1nc(Nc2ccccc2Br)c2nnn(Cc3ccccc3)c2n1,-4,0,-2,8,-7,0,0,·
O=C(O)c1sc2cc(C(F)(F)F)cnc2c1-c1ccccn1,-13,·,7,-5,-7,1,·,6
CCN1C(=O)C(=CC=CN(C)c2ccccc2)SC1=S,-109,7,·,-8,-112,-14,2,10
COc1cccc(NC(=O)N[C@@H]2C=C[C@@H](CC(=O)NCc3ccncn3)O[C@@H]2CO)c1,-10,6,·,-1,-29,5,-8,·
C[C@@H]1CN([C@H](C)CO)C(=O)c2cc(NC(=O)CCCN(C)C)ccc2O[C@H]1CN(C)Cc1ccc(Cl)c(Cl)c1,19,15,6,-25,-24,12,8,0
CC=Cc1ccc2n(c1=O)C[C@H]1[C@H](CO)[C@@H](C(=O)NCC)[C@@H]2N1CC1CCOCC1 (mixture of isomers),7,-3,-7,5,-10,2,2,·
C[C@@H]1CN([C@H](C)CO)C(=O)c2cc(-c3cncnc3)cnc2O[C@@H]1CN(C)Cc1ccncc1,6,0,-9,17,·,8,3,5
O=C(O)CCC(=O)Nc1ccc(N2CCOCC2)cc1,4,-8,-4,-3,·,11,0,1
Cc1cc(N2CCC(C)CC2)nc2ccc(N3C(=O)CCC3=O)cc12,·,1,-4,-17,·,·,0,-5
CCOc1cc2[nH]c(=S)n(Cc3ccc(C(=O)NCCCN4CCOCC4)cc3)c(=O)c2cc1OCC,-1,6,-1,5,-5,-1,-3,-22
C[C@@H](NC(=O)C[C@H]1C[C@@H]2c3cc(NC(=O)c4cccnc4)ccc3O[C@@H]2[C@@H](CO)O1)c1ccccc1,6,0,-1,-2,-19,3,-3,3
COc1ccc(CCNC(=O)COc2ccc(S(=O)(=O)NC(C)C)cc2Cl)cc1OC,19,3,0,-2,·,-10,-2,1
Cc1ccn2c(NC3CCCC3)c(-c3cccs3)nc2c1,-22,·,-9,·,-76,-5,·,4
Cc1ccc(CNC(=O)COC(=O)c2c(C)noc2C)cc1,·,2,-3,-1,4,·,-1,0
Cc1cc(C)n(CC(=O)c2ccccc2)c(=O)c1C#N,·,3,-16,18,12,·,2,-3
CCOc1ccc(NC(=O)N2CCC(NC(=O)c3ccco3)CC2)cc1,·,-5,1,-2,-7,·,-2,14
CCOC(=O)N1CCN(C(=O)CS(=O)Cc2nc(-c3ccc(OC)c(OC)c3)oc2C)CC1 (stereo unspecified),6,-1,8,-3,10,25,-14,-2
Cc1ccc(-c2nnc(-c3cccc4ccccc34)o2)cc1,-82,0,-3,1,-2,17,-2,0
CCOC(=O)CSc1nc(-c2ccccc2)nc2ccc(F)cc12,·,-2,3,-10,·,·,0,8
Cc1cc(Br)ccc1NC(=O)CN1C(=O)CCC1=O,·,-4,13,1,·,·,4,1
C[C@@H]1CN([C@H](C)CO)S(=O)(=O)c2ccc(-c3ccccc3)cc2O[C@@H]1CN(C)Cc1ccccc1,6,·,·,-55,·,-3,·,-12
OCc1nc2ccccc2n1C/C=C/c1ccccc1,·,·,6,9,-4,·,·,2
CSc1ncc(C(=O)Nc2cccc(C)c2C)c(C)n1,4,5,2,6,2,20,-1,2
CC(=O)c1ccc(-c2nnc(CCC(=O)N(C)Cc3cnc4ccccn34)o2)s1,12,·,-7,·,-4,34,·,·
CCSCC(C)(C)n1[nH]c2ccccc2c1=O,6,·,·,3,-18,10,·,19
Cn1c(NCCN2CCCCC2)cc(=O)n(C)c1=O,·,0,-1,-20,·,·,-1,-11
C[C@H](CO)N1C[C@H](C)[C@H](CN(C)CC2CC2)OCCCC[C@H](C)Oc2ccc(NS(=O)(=O)c3cn(C)cn3)cc2C1=O,-5,0,-4,·,5,37,50,15
Cn1c(=O)oc2cc(S(=O)(=O)Nc3ccc4c(c3)OCO4)ccc21,·,-7,5,-5,2,·,1,-11
COc1ccc(CCNC(=O)Cc2ccc(NS(=O)(=O)c3ccc(F)cc3)cc2)cc1OC,-9,-3,·,7,-7,0,-2,9
O=C(c1cc(F)c(F)c(F)c1F)N1CCN(Cc2ccc3c(c2)OCO3)CC1,9,-3,-3,14,16,5,-1,1
CN(C)S(=O)(=O)c1cccc(NC(=S)NC23CC4CC(CC(C4)C2)C3)c1,-7,-5,3,-1,-1,-14,2,·
Cc1ccc(S(=O)(=O)Nc2ccc3c(c2)C(=O)N([C@@H](C)CO)C[C@H](C)[C@H](CN(C)C(=O)Nc2ccccc2)O3)cc1,-12,0,-10,-4,-5,5,-2,12
CN1CCN(C(=O)C[C@H]2CC[C@H]3[C@@H](COC[C@H](O)CN3CC3CCOCC3)O2)CC1,14,-6,11,11,-11,-5,2,0
CCOC(=O)c1c(N)sc(C(O)(C(F)(F)F)C(F)(F)F)c1-c1ccc(OC)cc1OC,8,5,6,-2,·,3,-3,3
